Bioassay records (PubChem)
Anthrax LF inh2 – Bacillus anthracis LF protease inhibitors, primary screen, biochemical, multiplex microsphere, MLPCN library; Lethal factor (Bacillus anthracis), P15917; hit rate 0.12% among 360,000; multiplex microsphere protease cleavage assay; inhibition, % at 10 µM; in the data active means inhibition above about 30%; further: plate controls were buffer without enzyme for full effect and enzyme alone for no effect
MazF activator – activators of E. coli MazEF toxin-antitoxin RNase, primary screen, biochemical, fluorescence, uHTS | hit rate 0.32% among 350,000 | FAM/BHQ RNA-DNA oligo cleavage fluorescence, 5 h | Endoribonuclease toxin MazF (Escherichia coli (strain K12)), P0AE70 | activation, % at 20 µM; in the data active means activation above about 50%
Rv3671c protease – Rv3671c serine protease inhibitors, primary screen, biochemical, fluorescence polarization, M. tuberculosis H37Rv. P9WHR9. hit rate 0.048% among 320,000. AID 2606, 2010. inhibition, % at 5.96 µM; in the data active means inhibition above about 38%;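 further: extracellular domain of Rv3671c used as enzyme; 0% = enzyme with DMSO and 100% = no enzyme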
VHR inh abs – VHR1 phosphatase inhibitors, primary screen, biochemical, absorbance, uHTS; Dual specificity protein phosphatase 3 (Homo sapiens), P51452; recombinant VHR phosphatase, pNPP absorbance; inhibition, % at 13.3 µM; hit rate 0.52% among 290,000; AID 1654, 2009; in the data active means inhibition above about 50%; further: some compounds called inactive have numbers as strong as hits
PriA SSB inh – inhibitors of Klebsiella pneumoniae PriA binding to SSB C-terminal tail, primary screen, biochemical, AlphaScreen; hit rate 0.6% among 430,000; inhibition, % at 33 µM; PriA–SSB C-terminal tail interaction (Klebsiella pneumoniae); AlphaScreen SSBct-PriA binding, biotinylated peptide; AID 1272365, 2023; in the data active means inhibition mostly above about 37%, no sharp cut-off; inactive means mostly below about 20%;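 further: plate controls were negative control peptide for no effect and reference peptide for full effect; strong numbers were not always called active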
TcdB GH inh – TcdB glycohydrolase inhibitors, primary screen, biochemical, single point, plate reader; TcdB glycohydrolase enzymatic assay; inhibition, % at 9.99 µM; hit rate 0.24% among 350,000; AID 652162, 2013; in the data active means inhibition above about 10%
Target sequence (P18177 whole entry, looked up): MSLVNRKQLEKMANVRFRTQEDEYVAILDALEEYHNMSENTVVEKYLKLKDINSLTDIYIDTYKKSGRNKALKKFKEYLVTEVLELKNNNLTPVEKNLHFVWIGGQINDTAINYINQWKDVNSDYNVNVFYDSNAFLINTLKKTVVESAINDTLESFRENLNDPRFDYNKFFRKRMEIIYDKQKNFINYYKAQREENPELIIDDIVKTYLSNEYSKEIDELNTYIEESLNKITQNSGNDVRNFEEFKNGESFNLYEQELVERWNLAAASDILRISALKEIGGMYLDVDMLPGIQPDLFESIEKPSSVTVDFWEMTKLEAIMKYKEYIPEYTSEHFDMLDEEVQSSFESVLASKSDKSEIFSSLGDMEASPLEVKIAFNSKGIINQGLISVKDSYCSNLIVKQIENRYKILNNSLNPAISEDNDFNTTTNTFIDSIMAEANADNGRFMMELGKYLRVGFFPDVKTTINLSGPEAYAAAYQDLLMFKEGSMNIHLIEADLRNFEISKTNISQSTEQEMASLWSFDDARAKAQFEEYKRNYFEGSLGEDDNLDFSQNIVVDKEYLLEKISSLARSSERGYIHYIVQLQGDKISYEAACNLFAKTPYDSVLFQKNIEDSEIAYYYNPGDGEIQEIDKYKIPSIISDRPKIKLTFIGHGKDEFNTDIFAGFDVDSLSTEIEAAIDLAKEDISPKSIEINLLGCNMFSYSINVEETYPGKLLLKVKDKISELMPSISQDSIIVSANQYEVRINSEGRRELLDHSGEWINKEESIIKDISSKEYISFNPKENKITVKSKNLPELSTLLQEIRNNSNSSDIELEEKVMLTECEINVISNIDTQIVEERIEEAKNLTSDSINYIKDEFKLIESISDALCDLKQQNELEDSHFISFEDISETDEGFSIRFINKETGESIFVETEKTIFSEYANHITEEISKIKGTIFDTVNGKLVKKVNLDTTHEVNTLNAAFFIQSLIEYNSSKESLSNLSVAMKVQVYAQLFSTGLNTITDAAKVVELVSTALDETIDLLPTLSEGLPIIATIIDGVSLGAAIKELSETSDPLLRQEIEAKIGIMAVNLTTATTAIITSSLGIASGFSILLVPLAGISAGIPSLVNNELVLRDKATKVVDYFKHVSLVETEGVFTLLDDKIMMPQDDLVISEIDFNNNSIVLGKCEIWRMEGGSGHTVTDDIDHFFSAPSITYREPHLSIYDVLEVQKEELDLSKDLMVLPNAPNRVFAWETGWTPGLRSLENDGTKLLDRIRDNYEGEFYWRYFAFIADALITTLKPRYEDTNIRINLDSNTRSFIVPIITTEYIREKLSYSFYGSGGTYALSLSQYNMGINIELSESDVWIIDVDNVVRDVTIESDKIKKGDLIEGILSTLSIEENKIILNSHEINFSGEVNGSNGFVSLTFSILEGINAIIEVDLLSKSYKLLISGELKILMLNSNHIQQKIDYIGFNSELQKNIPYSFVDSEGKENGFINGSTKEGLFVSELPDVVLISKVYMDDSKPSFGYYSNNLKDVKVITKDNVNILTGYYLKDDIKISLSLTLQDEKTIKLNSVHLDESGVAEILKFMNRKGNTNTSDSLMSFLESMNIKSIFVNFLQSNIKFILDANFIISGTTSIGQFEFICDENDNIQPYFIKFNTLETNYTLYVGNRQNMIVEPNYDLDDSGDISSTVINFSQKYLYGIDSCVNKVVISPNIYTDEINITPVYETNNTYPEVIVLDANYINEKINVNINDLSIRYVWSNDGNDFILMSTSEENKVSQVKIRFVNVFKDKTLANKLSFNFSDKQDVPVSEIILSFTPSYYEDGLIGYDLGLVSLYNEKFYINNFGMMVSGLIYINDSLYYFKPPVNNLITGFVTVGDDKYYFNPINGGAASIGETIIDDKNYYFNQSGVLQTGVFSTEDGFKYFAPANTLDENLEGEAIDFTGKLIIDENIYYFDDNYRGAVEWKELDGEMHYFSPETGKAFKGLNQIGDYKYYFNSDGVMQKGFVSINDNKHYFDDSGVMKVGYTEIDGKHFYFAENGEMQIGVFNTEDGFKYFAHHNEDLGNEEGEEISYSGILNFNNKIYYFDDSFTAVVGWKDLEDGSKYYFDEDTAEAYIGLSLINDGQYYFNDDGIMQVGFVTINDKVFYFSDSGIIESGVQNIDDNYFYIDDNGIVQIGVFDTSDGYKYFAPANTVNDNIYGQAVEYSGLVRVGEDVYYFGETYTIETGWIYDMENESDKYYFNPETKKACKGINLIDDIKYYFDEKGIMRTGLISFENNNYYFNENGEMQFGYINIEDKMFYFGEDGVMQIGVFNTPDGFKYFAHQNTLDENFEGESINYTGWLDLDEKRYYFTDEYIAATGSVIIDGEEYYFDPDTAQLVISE
Yp Topo-I inh – Yersinia pestis topoisomerase I inhibitors, primary screen, biochemical, cleavage product accumulation, plate reader, single point; DNA topoisomerase I (Yersinia pestis CO92); activity, % at 10 µM; hit rate 0.064% among 360,000; Y. pestis Topo-I cleavage product accumulation; in the data active means activity above about 50%, passing the limit was not always enough; further: inactives centre near 2
PfHsp40 yeast – rescue of yeast from PfHsp40 toxicity, primary screen, S. cerevisiae, ATP luminescence. AID 504582, 2011. growth rescue, % at 12.5 µM. S. cerevisiae expressing PfHsp40, growth rescue. hit rate 0.68% among 340,000; in the data active means growth rescue above about 28%, passing the limit was not always enough;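 further: yeast W303a lacking pdr1 and pdr3 grown in galactose medium; growth measured after three days at 30 °C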
BH1578 lux ind – inducers of Vibrio cholerae quorum light production without autoinducers, primary screen, BH1578 luxS cqsA deficient, single point; activation, % at 18.7 µM; AID 588436, 2011; V. cholerae BH1578 lux reporter, luminescence, 6 h; hit rate 0.16% among 350,000; in the data active means activation mostly above about 9.7%, no sharp cut-off; further: not every result past the cut was called active; inactives centre near 0; reference of the scale not given here
3CLpro inhibitor – SARS-CoV 3CLpro protease inhibitors, primary screen, biochemical, quenched FRET; Replicase polyprotein 1ab (Severe acute respiratory syndrome coronavirus), P0C6X7; hit rate 0.14% among 290,000; recombinant SARS-CoV 3CLpro, quenched FRET peptide cleavage; AID 1706, 2009; inhibition, % at 6 µM; in the data active means inhibition above about 12%
An asterisk follows results filed as active; i = inactive; x = not tested or not shown; & = joins results of further samples. Only part of the results is shown (hit frequency here may not be typical).

SMILES	Anthrax LF inh2	MazF activator	Rv3671c protease	VHR inh abs	PriA SSB inh	TcdB GH inh	Yp Topo-I inh	PfHsp40 yeast	BH1578 lux ind	3CLpro inhibitor
S=c1nc(-c2sccc2OCc2ccc(Cl)cc2Cl)[nH][nH]1	-9	28	4	6	2	2.6	1	45*	-0.5	3
CN(C)c1cccc2c1c(NC(=O)Nc1ccc(F)cc1F)nn2C	-4	7	1	-11	3	-0.2	7	0.2	0.6	-7
COCc1ccccc1C1=CC(=O)C[C@H](c2ccc(F)cc2)C1	-3	2	4	x	-10	x	31	0.9	i	x
N=c1c(C(=O)NCc2ccco2)cc2c(=O)n3ccccc3nc2n1CC1CCCO1 (stereo unspecified)	10	-22	1	x	0&8	x	7	-0.7	-1.0	-6
Cn1cnnc1SCC(=O)c1cc2ccccc2oc1=O	-4	7	17	13	-10	-0.3	-10	0.0	i	-6
CCOc1ccccc1NC(=O)Cn1nnc(C(=O)NCc2ccco2)c1N	-6	1	-1	27	-2	x	12	-0.4	-0.4	-1
Cc1ccccc1N1C(=O)Cc2ccccc2C1=O	-3	7	0	22	11	-7.6	1	-0.2	-0.2	2
Cc1ccccc1S(=O)(=O)N(C)C[C@@H]1OCc2cn(nn2)CCCC(=O)N([C@H](C)CO)C[C@H]1C	2	2	x	x	x	1.1&0.1&0.2	-2	x	-0.5	x
O=C(COC(=O)c1ccc(CSc2ccc(Cl)cc2)cc1)Nc1ccccc1	-1	2	3	21	-4	0.3	-6	-1.0	i	0
CCOc1ccc(Br)cc1S(=O)(=O)N1CC(C)OC(C)C1 (stereo unspecified)	-21	-3	-4	-20	-9	x	-1	0.2	i	1
Cn1c(/C=C/c2ccccc2[N+](=O)[O-])nc2ccccc2c1=O	2	233*	x	30	-3	0.3	2	1.1	i	-6
CCOCC(=O)Nc1ccc([N+](=O)[O-])cc1Cl	0	-4	4	8	-7	0.6	4	-1.5	0.2	-3
Cc1ccc(C)c(NC(=S)NNC(=O)c2csc3c2CCCC3)c1	0	-1	10	29	0	x	15	42*	-0.2	1
CCn1c(SCC(=O)c2cc(C)n(-c3ccc(C(=O)OC)cc3)c2C)nnc1-c1cccnc1	0	-13	-12	4	4	x	12	0.8	-0.2	2
COC(=O)c1ccccc1NC(=O)Cn1cnc2c1c(=O)n(C)c(=O)n2C	1	7	-4	x	4	0.6	8	-0.7	-0.4	x
C[C@@H]1NC(=O)c2cc([N+](=O)[O-])cc(I)c2NCCCC[C@@H](C(N)=O)NC(=O)[C@H](CCC(=O)O)NC1=O	-1	-15	-13	-4	0	x	5	-0.1	-0.6	-6
CN1C=CC(=O)[C@@H](O)[C@H]1c1ccccc1Br	2	5	x	x	-1	2.6	3	-1.0	-0.6	x
COC(=O)CCCNS(=O)(=O)c1ccc2ccccc2c1	0	3	2	22	-1	x	-8	-0.2	-2.2	1
CCN(CC)C(=O)Cn1cc(SCC(=O)NC2CCCCC2)c2ccccc21	-4	2	x	x	x	0.8	2	x	3.0	x
CC1CCCN(CCCNC(=O)c2ccc(N3CCCC3=O)cc2)C1 (stereo unspecified)	1	12	4	12	2	-8.9	-6	-0.7	0.0	1
COc1ccccc1-n1c(SC)nc2c(sc(=S)n2-c2ccccc2)c1=O	-18	-4	x	-16	5	2.1	14	-0.1	0.0	2
O=C(NCCCNC(=O)c1ccccn1)c1ccc(Cl)cc1	-3	-10	-3	-8	-6	1.3	-9	0.4	-7.3	-4
O=C1CCCCN1CCC(=O)N1CCCC(N2CCN(c3cccc(Cl)c3)CC2)C1 (stereo unspecified)	-3	2	-2	10	-13	0.3	28	0.3	-4.2	1
O=C(CC1SC(N2CCCCC2)=NC1=O)Nc1ccc(C(=O)Nc2ccccc2)cc1 (stereo unspecified)	-4	4	-2	x	-6	3.9	15	-0.8	0.0	x
C=CCN(CC=C)C(=O)c1ccc(OC2CCN(S(=O)(=O)N(C)C)CC2)cc1	-5	-3	-3	8	-13	5.4	6	0.8	-0.3	3
Carrying on:
SMILES	Anthrax LF inh2	MazF activator	Rv3671c protease	VHR inh abs	PriA SSB inh	TcdB GH inh	Yp Topo-I inh	PfHsp40 yeast	BH1578 lux ind	3CLpro inhibitor
COc1ccc(Cc2nc3ccc(C(=O)NCC4CCOCC4)cc3o2)cc1OC	-2	1	-4	14	7	0.2	-2	0.3	i	-4
CCOc1ccccc1C(=O)Nc1ccc(C(=O)c2ccccc2)cc1	-17	-3	-21	4	-19	-0.7	4	0.6	i	-3
COc1ccccc1N(CC(=O)N/N=C(\C)c1ccccc1O)S(=O)(=O)c1ccc(C)cc1	-7	8	2	26	x	-0.7	3	-0.3	-0.4	-4
N#Cc1ccc(NC(=O)CN2CCN(c3ccccn3)CC2)cc1	-4	1	6	24	-6	0.8	-3	-0.8	-5.6	-2
CCCCN(CC)CCNC(=O)C1CCCN(S(=O)(=O)c2cccc3nsnc23)C1 (stereo unspecified)	-3	-1	4	11	-11	1.2	-4	0.5	-12	2
CC(=O)Nc1ccc(N2C(=O)CSC2c2cccc([N+](=O)[O-])c2)cc1 (stereo unspecified)	4	1	-4	41	-2	-0.7	4	-0.9	i	1
CCNC(=O)C1(C)CCCN(Cc2csc(-c3ccccc3)n2)C1 (stereo unspecified)	-1	x	x	x	x	0.9	6	x	-1.2	x
O=C(CNCc1cccs1)NC12CC3CC(CC(C3)C1)C2	-5	7	-3	30	-6	0.1	10	-0.7	i	-6
CCOC(=O)c1ccc2[nH]c3c(c2c1)CCCCC3=O	-1	-5	-8	16	10	-0.5	0	-0.4	-0.6	3
CC(C(=O)Nc1ccc(C#N)cc1)N(C)Cc1cccs1 (stereo unspecified)	-4	-4	1	3	-4	0.5	8	0.9	-0.3	1
CC(SCc1ccccc1)C(=O)Nc1ccc2c(c1)OCO2 (stereo unspecified)	-4	3	-6	-20	-1	x	3	0.0	i	4
Cc1nc(SCC(=O)c2ccccc2)c([N+](=O)[O-])[nH]1	6	3	3	17	-24	x	-3	0.3	-0.3	-1
COc1ccccc1NC(=O)N1CCCC1C(=O)NCC1CCCO1 (stereo unspecified)	1	-11	12	7	1	-2.2	-4	0.6	-0.2	-3
Cc1ccn2c(=O)nc(SCC(=O)N3CCC(Cc4ccccc4)CC3)nc2c1	-8	7	-7	x	-1	-0.7	31	-0.7	i	x
CC1(C)Cc2cccc(OCC(=O)OCC(=O)Nc3ccccc3)c2O1	0	1	1	x	-8	1.3	2	0.7	i	x
CC1=NNC(=O)C1CCC(=O)N/N=C(/C)c1ccc([N+](=O)[O-])cc1 (stereo unspecified)	4	5	-5	-4	x	0.9	-1	0.1	-0.3	-1
CCOC(=O)CN(C#N)c1nc(C)cc(C)n1	-5	4	1	20	-16	x	-2	-1.0	i	3
O=C1CCC(C(=O)N(Cc2cccs2)C2(C(=O)NC3CCCCC3)CCCCC2)N1 (stereo unspecified)	-1	3	12	5	-4	-2.2	1	-1.3	i	0
Cc1cccc(OCC(=O)NCCCNC(=O)c2cnccn2)c1	-4	4	2	8	-13	-0.3	-3	-1.6	i	-5
COc1cc(/C=C(\C#N)c2nc3c(s2)CC(C)CC3)ccc1O (stereo unspecified)	-9	x	0	15	x	x	7	0.1	1.4	7
C=CCc1cccc(/C=N/n2c(C)nnc2C)c1O	-4	-19	-1	20	x	x	-4	-2.0	0.5	0
COc1ccc(CCNC(=O)CSc2nc(-c3ccc(OC)c(OC)c3)ccc2C#N)cc1	-2	-6	-8	-5	-7	x	-5	-2.0	i	3
O=C(CCCn1cnc([N+](=O)[O-])n1)Nc1cccc(Cl)c1Cl	-1	0	-6	2	-5	x	-6	-1.2	-6.2	3
COc1cccc(/C=C/C(=O)Nc2ccc3c(c2)OCCO3)c1OC	-2	-7	0	22	2	1.9	6	0.7	-0.3	0
CCOC(=O)CC1(NC(=O)C2CCC(=O)N(Cc3ccccc3OC)C2)CCCCC1 (stereo unspecified)	-4	1	x	15	-9	1.5	5	2.1	-1.5	2
Next part.
SMILES	Anthrax LF inh2	MazF activator	Rv3671c protease	VHR inh abs	PriA SSB inh	TcdB GH inh	Yp Topo-I inh	PfHsp40 yeast	BH1578 lux ind	3CLpro inhibitor
c1csc(C(c2nnnn2C2CCCCC2)N2CCCC3(CCCCC3)C2)c1 (stereo unspecified)	2	-5	-1	-10	-14	x	4	0.2	-4.3	-1
COc1ccc(N2C(=O)CC(c3cc(OC)c(OC)c(OC)c3)CC2=O)cc1	23	6	7	23	2	2.3	-4	-1.4	i	0
Cc1c(NC(=O)CSc2ccc3c(c2)OCCO3)c(=O)n(-c2ccccc2)n1C	-2	-1	-1	3	-19	x	-2	-0.4	-0.2	-2
CCOC(=O)C1CCN(S(=O)(=O)c2cc(F)ccc2OC)CC1	-3	-16	3	17	-28	1.1	-1	-0.5	i	4
CSCCC(NC(=O)c1ccccc1)C(=O)Nc1ccc(C)cc1 (stereo unspecified)	-1	-1	-4	2	-3	1.0	0	-0.4	i	3
NC(=O)[C@@H]1CCCN1C(=O)c1ccc2nc(Cc3cccc(Cl)c3)oc2c1	-2	5	3	-29	-13	-0.5	-5	-0.4	i	0

Sorted by molar mass (lowest first): 10 of the compounds above.
SMILES	Anthrax LF inh2	MazF activator	Rv3671c protease	VHR inh abs	PriA SSB inh	TcdB GH inh	Yp Topo-I inh	PfHsp40 yeast	BH1578 lux ind	3CLpro inhibitor
CCOCC(=O)Nc1ccc([N+](=O)[O-])cc1Cl	0	-4	4	8	-7	0.6	4	-1.5	0.2	-3
O=C(NCCCNC(=O)c1ccccn1)c1ccc(Cl)cc1	-3	-10	-3	-8	-6	1.3	-9	0.4	-7.3	-4
COc1cc(/C=C(\C#N)c2nc3c(s2)CC(C)CC3)ccc1O (stereo unspecified)	-9	x	0	15	x	x	7	0.1	1.4	7
CSCCC(NC(=O)c1ccccc1)C(=O)Nc1ccc(C)cc1 (stereo unspecified)	-1	-1	-4	2	-3	1.0	0	-0.4	i	3
Cc1ccn2c(=O)nc(SCC(=O)N3CCC(Cc4ccccc4)CC3)nc2c1	-8	7	-7	x	-1	-0.7	31	-0.7	i	x
Cc1c(NC(=O)CSc2ccc3c(c2)OCCO3)c(=O)n(-c2ccccc2)n1C	-2	-1	-1	3	-19	x	-2	-0.4	-0.2	-2
O=C(COC(=O)c1ccc(CSc2ccc(Cl)cc2)cc1)Nc1ccccc1	-1	2	3	21	-4	0.3	-6	-1.0	i	0
CCOC(=O)CC1(NC(=O)C2CCC(=O)N(Cc3ccccc3OC)C2)CCCCC1 (stereo unspecified)	-4	1	x	15	-9	1.5	5	2.1	-1.5	2
CCn1c(SCC(=O)c2cc(C)n(-c3ccc(C(=O)OC)cc3)c2C)nnc1-c1cccnc1	0	-13	-12	4	4	x	12	0.8	-0.2	2
C[C@@H]1NC(=O)c2cc([N+](=O)[O-])cc(I)c2NCCCC[C@@H](C(N)=O)NC(=O)[C@H](CCC(=O)O)NC1=O	-1	-15	-13	-4	0	x	5	-0.1	-0.6	-6
